Bioassay records from PubChem BioAssay.
Pf growth 48h: inhibits P. falciparum growth in the first generation, 48 h; P. falciparum luciferase growth in erythrocytes, 48 h; Potency, µM (doses to about 28.7 µM), for the others: at the highest dose activity change, negative = inhibition, usual class: inhibitors; 310,000 compounds, 5.9% hits; also: potency is read from the fitted curve at half-maximal effect; % is scaled to controls: 0 for no effect and ±100 for the full control effect
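Compounds are pin-transferred into medium, infected erythrocytes (2% hematocrit, 0.1% parasitemia final) are added, and plates sit one parasite generation at 37 C in 5% CO2. Detection reagent is then added and luminescence measured.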
Tb PYK inh: inhibitors of Trypanosoma brucei pyruvate kinase. 410,000 compounds, 0.12% hits. Q57TT1. TbPYK enzyme, Kinase-Glo Plus ATP luminescence, 45 min. Potency, µM (doses to about 76.8 µM), for inactives: at the highest dose activity, negative = inhibition, hits mostly inhibitors; also: potency is read from the fitted curve at half-maximal effect; % is scaled to controls: 0 for no effect and ±100 for the full control effect; nearly all actives have a fitted effect of over 50% in size
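Luminescent Kinase-Glo Plus end-point after 45 min room-temperature reaction of T. brucei pyruvate kinase started with 130 uM ADP (final). Buffer TEA 50 mM pH 7.2 with KCl, MgCl2, BSA, Tween-20; titration-based qHTS with fitted concentration-effect curves.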
Shiga inhibitor: Shiga toxin inhibition; inhibition, % at 38.7 µM; Vero cells, Shiga toxin protein synthesis inhibition reporter; AID 2315; 290,000 compounds, 9.2% hits; in the data active = inhibition mostly above about 28%, no sharp cut-off; inactive = mostly below about 43%; also: 0% is about no effect
AMA1-RON2 inh: AMA1-RON2 (P. falciparum) interaction inhibition; AlphaScreen AMA1-biotinylated RON2 peptide binding; Potency, µM (series often up to 58.2 µM), for inactives: at the highest dose activity change, negative = inhibition, hits mostly inhibitors; 360,000 compounds, 0.2% hits;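 also: potency is read from the fitted curve at half-maximal effect; 0% = vehicle wells and -100% = peptide control; nearly all actives have a fitted effect of over 45% in size; some results filed as inactive show a strong effect at the top dose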
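AMA1 (3D7) with his tag at 25 nM final met compounds first, then biotinylated RON2 peptide at 25 nM; detection used donor plus acceptor beads, 10 µg/mL apiece, read by AlphaScreen after 30 min at room temperature.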
Cycloheximide cs: counter-screen for Shiga toxin inhibitors: cycloheximide protein synthesis inhibition | 300,000 compounds, 12% hits | max response, % | cell reporter, cycloheximide protein synthesis inhibition counterscreen; in the data active = max response mostly above about 13%, no sharp cut-off; inactive = mostly below about 14%; also: read at 38.3 µM for the half of the compounds with a filed dose; 0% is about no effect
Pf growth 96h: P. falciparum growth inhibition at 96 hours. Potency, µM (top dose mostly 28.7 µM), for the others: at the highest dose activity change, negative = inhibition, actives largely listed as inhibitors. 320,000 compounds, 6.9% hits. P. falciparum luciferase reporter growth, 96 h; also: potency is read from the fitted curve at half-maximal effect; % is scaled to controls: 0 for no effect and ±100 for the full control effect
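Two-generation exposure (96 h) targets delayed-death phenotype. Reporter parasites carrying integrated firefly luciferase, in red cells at 2% hematocrit and 0.05% parasitemia final, kept at 37 C, 5% CO2; luminescence loss indicates inhibition.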
LmPK inh: LmPK (Leishmania mexicana) enzyme inhibition; AID 1721; Potency, µM (top dose mostly 57.5 µM), for the others: at the highest dose activity change, negative = inhibition, hits mostly inhibitors; 290,000 compounds, 0.37% hits; purified LmPK, Kinase-Glo ATP luminescence, 1 h; Q27686; also: potency is read from the fitted curve at half-maximal effect; % is scaled to controls: 0 for no effect and ±100 for the full control effect
Target sequence (Q27686 whole entry, looked up): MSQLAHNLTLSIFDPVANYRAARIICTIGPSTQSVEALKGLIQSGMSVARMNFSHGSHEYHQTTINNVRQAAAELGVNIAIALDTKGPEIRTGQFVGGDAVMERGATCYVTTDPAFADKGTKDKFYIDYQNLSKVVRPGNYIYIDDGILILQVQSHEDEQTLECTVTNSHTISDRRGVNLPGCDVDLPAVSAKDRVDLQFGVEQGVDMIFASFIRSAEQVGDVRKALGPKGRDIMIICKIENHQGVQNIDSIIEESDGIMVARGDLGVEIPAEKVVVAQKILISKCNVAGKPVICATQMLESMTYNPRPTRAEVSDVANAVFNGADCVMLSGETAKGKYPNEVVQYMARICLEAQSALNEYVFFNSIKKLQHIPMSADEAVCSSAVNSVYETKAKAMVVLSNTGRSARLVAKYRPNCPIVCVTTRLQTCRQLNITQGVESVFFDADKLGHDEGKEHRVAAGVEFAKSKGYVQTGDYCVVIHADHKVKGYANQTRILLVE
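Pyruvate kinase activity monitored as ATP production (luciferase luminescence). Conditions: 0.1 nM enzyme, 0.5 mM PEP, 0.1 mM ADP, 1 h, RT; normalized against uninhibited and no-enzyme wells.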
An asterisk follows results filed as active; ? = inconclusive; . = no result given; [ ] = remark or other dose. Unless noted, calls follow the shape of the dose curve; as a rule, active = well fitted curve in the direction sought with a large enough effect; inconclusive = small, poorly fitted or top-dose-only effect, or another doubt; inactive = no such curve, though single readings can be large; an effect the other way counts as inactive or inconclusive. Compounds as they come. Share with any hit: about 21%.

Below each SMILES: Pf growth 48h, Tb PYK inh, Shiga inhibitor, AMA1-RON2 inh, Cycloheximide cs, Pf growth 96h, LmPK inh
- O=C(COC(=O)c1cnccn1)Nc1ccc2c(c1)OCO2
  12%, -2%, -3, -8%, 1, 7%, 5%
- CCCc1nnc(NC(=O)C(=O)NCCN(CC)CC)s1
  8%, 0%, -11, 62%[activator], -1, 38%[activator], 3%
- O=C(Nc1cccnc1)C1CCCN1S(=O)(=O)c1ccc(Cl)c(Cl)c1 (centres undefined)
  ?, 2%, 43, 2%, -4, 11%, 5%
- COc1cc(Cn2c(-c3ccc(O)c(OC)c3)nc3ccccc32)ccc1O
  2.9µM*, -1%, -2, 12%, -4, 13µM*, 1%
- COC(=O)C1=C(c2cccc(Cl)c2)C[C@@H]2CC[C@H]1N2C(=O)NCC1CC1
  ?, 1%, ., -1%, ., -12%, .
- CCCN1C(=O)c2ccc(C(=O)Nc3ccccc3C(=O)O)cc2C1=O
  2%[0.00184 µM], -1%, 46, 1%, 16*, 2%, -4%
- COc1ccc(C)cc1N(CC(=O)Nc1ccc(S(=O)(=O)N2CCCC2)cc1)S(C)(=O)=O
  -21%, 1%, -7, 1%, 17, 13%, -8%
- CCc1nnc(NC(=O)CSc2ncc(-c3ccccc3)[nH]2)s1
  24%, -3%, 20, 3%, 38*, ., 2%
- O=C(c1cccs1)N1CCC(c2nc3ccccc3s2)CC1
  -29%, -5%, 19, 7%, -1, -14%, 4%
- CCn1c(=O)cc(SCC(=O)NCC2CCCO2)c2ccccc21 (centres undefined)
  15%, 0%, 0, 3%, -2, ?, -9%
- Clc1cccc(CNCCNCc2cccc(Cl)c2)c1
  ?, -6%, -7, 6%, -4, -13%, -5%
- COc1ccc(C(CC(=O)NCCN2CCOCC2)NS(=O)(=O)c2ccc(C)cc2)cc1 (centres undefined)
  ., 0%, -8, -7%, -4, -31%, -2%
- Cc1ccc(C(C)C)c(OCC(=O)NS(=O)(=O)c2ccc(Cl)cc2)c1
  2%, -4%, -12, 8%, -3, 0%, -1%
- Cc1[nH]c2ccccc2c1C(=O)CSc1cccc[n+]1[O-]
  -25%, -2%, -9, -5%, -2, ?, 2%
- CCOC(=O)c1nnn(-c2nonc2-n2cccc2)c1CN1CCCCC1
  ?, -4%, 17, 11%, 2, -10%, 3%

Following part.
Below each SMILES: Pf growth 48h, Tb PYK inh, Shiga inhibitor, AMA1-RON2 inh, Cycloheximide cs, Pf growth 96h, LmPK inh
- CC1(C)CC(=O)C(=CN2CCN(C(=O)c3ccco3)CC2)C(=O)C1
  ., -19%, -6, -9%, -3, ?, 2%
- O=C(O)CCC(=O)N1CCOc2ccc(Cl)cc21
  3%, -1%, -12, -4%, -3, ., -5%
- CC(C)=CCC[C@](C)(O)C1CC=C(C)CC1 (some centres undefined)
  -12%, 1%, ., ., ., 0%, .
- COc1ccc(-c2coc3c(CN4CCOCC4)c(O)ccc3c2=O)cc1
  ?, -6%, -3, 0%, -2, ?, 2%
- Cc1cc(C)n(CC(O)CN2C(=O)NC(C)(C)C2=O)n1 (centres undefined)
  6%, 1%, 5, -2%, -3, 6%, 0%
- Cc1cc(C)c2[nH]c(C(=O)Nc3ccc(F)cc3Br)cc2c1
  -20%, ?, 67*, -1%, 34*, -11%, 0%
- Cc1ccc(NC(=O)c2cc(-c3ccc(C)o3)nc3ccccc23)nc1
  ?, ?, -5, -7%, -1, ?, -1%
- O=C(CCCc1nc(-c2ccccc2)no1)NCc1cccnc1
  ?, 5%, -5, -4%, 18, -4%[5.75 µM], 5%
- O=[N+]([O-])c1ccc(NNC(=S)Nc2ccccc2)cc1
  -56%, ?, 97*, -29%, 37*, ., -17%
- Cc1cc(Cl)cc(C)c1OCC(=O)O
  10%, -8%, 18, -3%, -2, ., -2%
- O=C(O)CCc1ccc(-c2ccc(Cl)cc2)n1CCC(=O)O
  14%, -5%, -10, 5%, 1, 42%[activator], 4%
- Cc1ccc(S(=O)(=O)NC(C(=O)N2CCOCCOCCOCCOCC2)c2ccccc2)cc1 (centres undefined)
  -4%, 3%, -11, -2%, 1, 14%, 1%
- COC(=O)Cc1c(O)ccn(Cc2ccccc2OC)c1=O
  -15%, -3%, 12, -2%, -4, 76%[activator], -2%
- O=C(Nn1c(-c2ccc(Br)cc2)nc2ccccc2c1=O)c1cccnc1
  -2%, -15%, -9, 3%, -4, ?, 0%[11.5 µM]
- Cc1ccc(CNC(=O)/C=C/c2ccc(S(=O)(=O)NCc3ccco3)cc2)cc1
  -15%, -1%, 40*, 20%, 21*, ?, 2%

Rewritten with bars between the fields: entries from further up
Molecule | Pf growth 48h | Tb PYK inh | Shiga inhibitor | AMA1-RON2 inh | Cycloheximide cs | Pf growth 96h | LmPK inh
Cc1cc(Cl)cc(C)c1OCC(=O)O | 10% | -8% | 18 | -3% | -2 | . | -2%
O=C(O)CCc1ccc(-c2ccc(Cl)cc2)n1CCC(=O)O | 14% | -5% | -10 | 5% | 1 | 42%[activator] | 4%

(continued)
Below each SMILES: Pf growth 48h, Tb PYK inh, Shiga inhibitor, AMA1-RON2 inh, Cycloheximide cs, Pf growth 96h, LmPK inh
- COc1cc(NC(=O)c2cc([N+](=O)[O-])ccc2N2CCOCC2)ccc1NC(=O)c1ccco1
  ?, 3%, -5, -10%, -1, ?, -6%
- Cn1c(=O)c2cc(S(=O)(=O)NCCC(=O)N3CC=C(c4ccccc4)CC3)ccc2n(C)c1=O
  ?, 3%, -3, -5%, -3, 39%[activator], 0%
- CCN(CC)Cc1oc(CO)cc(=O)c1O
  17%, -16%, -11, ?, -5, -10%, 3%
- COc1ccc2[nH]cc(CCNC(=O)Cc3ccc(Br)cc3)c2c1
  -14%, -11%, -7, -9%, -3, ?, -3%
- O=C(Cc1ccccc1)OC(COCc1ccccc1)CN1CCOCC1 (centres undefined)
  -4%, 6%, 13, -6%, -3, 18%, 8%
- Cn1cc(C(=O)OCC(=O)Nc2ccccc2)c2ccccc21
  25%, 2%, ., -4%[11.6 µM], ., 80%[activator], .
- Nc1nc2ccccc2n1CCOc1ccc(Cl)cc1
  ?, -1%, ., -12%, -4, ?, 7%
- CC1=C(C(=O)OC(C)C)C(c2ccco2)NC(=O)N1 (centres undefined)
  -35%, 1%, 10, -8%, -2, ?, 1%
- O=C1CCc2cc(S(=O)(=O)NCCC(=O)NC3CCN(Cc4ccccc4)CC3)ccc2N1
  -4%, 1%, -28, -26%, -4, 19%, 1%
- Clc1ccc(CN2C3=NCCN3c3ccccc32)cc1Cl
  ?, 5%, -22, -15%, -10, -26%, -3%
- CCCCCn1c(N2CCN(Cc3ccccc3)CC2)nc2c1c(=O)[nH]c(=O)n2C
  12µM*, -1%, -7, 23%, -3, ?, 4%
- Cc1nc2ccccn2c1-c1ccnn1S(=O)(=O)c1ccc(F)cc1
  ?, 1%, -6, -3%, 10, ?, 4%
- COc1ccc(C(=O)/C=C/C(=O)N(Cc2ccccc2)C(C(=O)NC2CCCCC2)c2ccncc2)c(O)c1 (centres undefined)
  ?, 0%, -17, 0%, -1, 10%, 0%
- COc1ccc([N+](=O)[O-])cc1NC(=O)Nc1ccc(OC)c(OC)c1
  ?, -1%, 23, -28%, 27, 19%[5.75 µM], -3%
- Nc1nc(-c2sc3nc4c(cc3c2N)CCCC4)nc(N2CCOCC2)n1
  -1%, 2%, 58*, 16%, 18*, 0%, 2%

(list continues)
Below each SMILES: Pf growth 48h, Tb PYK inh, Shiga inhibitor, AMA1-RON2 inh, Cycloheximide cs, Pf growth 96h, LmPK inh
- COC(=O)C1=C(c2ccc(Cl)c(C(F)(F)F)c2)C[C@@H]2CC[C@H]1N2C(=O)NCc1cc(C)oc1C(F)(F)F
  7.4µM*, 1%, ., 6%, ., ?, .
- CC(=O)N1SC(N)=NC1c1ccccc1 (centres undefined)
  1%, 3%, 64*, 0%, 19, ., -7%
- O=C(CSc1nnc(-c2ccccn2)n1Cc1ccco1)c1ccccc1
  -1%, -7%, 9, 12%, -2, -20%, 1%
- CCOc1ccc(S(=O)(=O)N(CC)CC(=O)N2CCOCC2)cc1C
  -1%, 1%, 4, 7%, -5, 24%, -5%
- Cc1ccc(S(=O)(=O)n2nc(-c3ccco3)nc2N)cc1
  0%, 2%, -16, 1%, -5, 24%, 4%
- Cc1ccc(C(=O)c2ccccc2C(=O)OCC(=O)N2C(C)CCCC2C)cc1 (centres undefined)
  ?, -6%, ., 4%, ., ?, .
- CN(Cc1ccccc1F)C(=O)c1ccccc1Sc1ccccc1C#N
  8%, -12%, -22, 13%, -3, ?, -7%
- Cc1cc(OCC(=O)Nc2ccc(S(=O)(=O)N3CCN(C)CC3)cc2)ccc1Br
  12µM*, -8%, -7, -16%, -3, 6.6µM*, 6%
- CCN(CC)C(=S)NC(=O)Cc1ccccc1
  37%[activator], -1%, 15, 66%[activator], -2, ?, 0%
- COc1cc(/C=C2/SC(=S)N(CCC(=O)Nc3ccccc3)C2=O)cc(OC)c1OC
  -11%, -6%, -6, -5%, -2, 20%, -5%
- CCCN(C(=O)c1cc(Cl)nc2ccccc12)C1CCS(=O)(=O)C1 (centres undefined)
  -30%, -4%, ., 0%, ., 8%, .
- CCOc1ccccc1N(CC(=O)NCCc1ccccc1)C(=O)CCC(=O)Nc1ccccn1
  -10%, 1%, -20, 39%[activator], -5, ?, 0%
- COc1ccc(CCNc2nc(N3CCCCC3)nc(N3CCCCC3)n2)cc1OC
  13µM*, -14%, -2, -20%, -2, 14%, 0%

Gathered by group, the entries above containing a furan ring, fused or not
Below each SMILES: Pf growth 48h, Tb PYK inh, Shiga inhibitor, AMA1-RON2 inh, Cycloheximide cs, Pf growth 96h, LmPK inh
- CC1(C)CC(=O)C(=CN2CCN(C(=O)c3ccco3)CC2)C(=O)C1
  ., -19%, -6, -9%, -3, ?, 2%
- Cc1ccc(NC(=O)c2cc(-c3ccc(C)o3)nc3ccccc23)nc1
  ?, ?, -5, -7%, -1, ?, -1%
- Cc1ccc(CNC(=O)/C=C/c2ccc(S(=O)(=O)NCc3ccco3)cc2)cc1
  -15%, -1%, 40*, 20%, 21*, ?, 2%
- COc1cc(NC(=O)c2cc([N+](=O)[O-])ccc2N2CCOCC2)ccc1NC(=O)c1ccco1
  ?, 3%, -5, -10%, -1, ?, -6%
- CC1=C(C(=O)OC(C)C)C(c2ccco2)NC(=O)N1 (centres undefined)
  -35%, 1%, 10, -8%, -2, ?, 1%
- COC(=O)C1=C(c2ccc(Cl)c(C(F)(F)F)c2)C[C@@H]2CC[C@H]1N2C(=O)NCc1cc(C)oc1C(F)(F)F
  7.4µM*, 1%, ., 6%, ., ?, .
- O=C(CSc1nnc(-c2ccccn2)n1Cc1ccco1)c1ccccc1
  -1%, -7%, 9, 12%, -2, -20%, 1%
- Cc1ccc(S(=O)(=O)n2nc(-c3ccco3)nc2N)cc1
  0%, 2%, -16, 1%, -5, 24%, 4%
